APJ antag – antagonists of human APJ apelin receptor; P35414; CHO-K1 APJ beta-arrestin complementation, luminescence; inhibition, % at 20 µM; 330,000 compounds, 0.32% hits; AID 2521;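 active means inhibition above about 40% at 20 µM, limit read from the data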;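 further: cells challenged with 10 nM apelin-13 agonist together with compound; plate controls were apelin-13 plus DMSO wells for no effect and DMSO wells lacking apelin-13 for full effect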
CHOP UPR activ – apoptotic UPR (CHOP) activation. CHO-CHOP luciferase reporter, luminescence; percent of tunicamycin response over DMSO baseline. activation, % at 10 µM. 330,000 compounds, 0.34% hits. AID 449763;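 active means at 10 µM dose, activation of 40% or more, normalized to positive control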;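 further: 100% = tunicamycin at 10 µg/mL and 0% = DMSO alone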
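Assay system: CHO-CHOP cells, stable luciferase reporter of PERK-eIF2a-CHOP signalling / Buffer or medium: F12 plus 10% serum / Compound dosing: one dose, 10 µM in 0.5% DMSO / Times: 6 h compound treatment, 37 °C / Technique: luciferase luminescence / Read-out: % reporter activation, DMSO baseline versus tunicamycin full activation / Benchmarks: tunicamycin and DMSO controls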
tim23-1 inh – tim23-1 yeast growth inhibition; S. cerevisiae tim23-1 growth, BacTiter-Glo luminescence, 24 h; inhibition, % at 20 µM; 330,000 compounds, 1.3% hits; AID 463212;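 active means growth inhibition of the mutant yeast at or above 50%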;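 further: temperature-sensitive mutant grown at 25 °C; plate controls were DMSO-treated mutant yeast for no effect and medium wells lacking yeast for full effect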
APJ ag – APJ receptor agonism | 330,000 compounds, 0.11% hits | CHO-K1 APJ PathHunter beta-arrestin, luminescence; 0% DMSO wells, 100% apelin | activation, % at 20 µM;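 active means activation more than six SD over the plate average, tested at 20 µM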;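 further: 0% = DMSO alone and 100% = apelin-13 at 10 nM; some results filed as inactive read as strong as hits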
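Assay system: CHO-K1 cells stably expressing ProLink-tagged human APJ and arrestin–beta-gal acceptor. Compound dosing: 20 µM single point, 1% DMSO. Times: 16-18 h seeding, 90 min dark compound exposure, 60 min detection. Detection: beta-gal luminescence. Evaluation: APJ–arrestin association signal. Controls: negative DMSO alone, positive Apelin-13 at 10 nM.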
CXCR6 block – inhibitors of human CXCR6 receptor; 360,000 compounds, 0.36% hits; CHO-K1 PathHunter CXCR6 beta-arrestin, luminescence; inhibition, % at 20 µM; O00574; AID 602244; in the data active means inhibition above about 34%, passing the limit was not always enough;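 further: antagonist mode with CXCL16 agonist at 10 nM final; 0% = 10 nM CXCL16 with DMSO and 100% = unstimulated wells without agonist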
Target sequence (O00574 whole entry, looked up): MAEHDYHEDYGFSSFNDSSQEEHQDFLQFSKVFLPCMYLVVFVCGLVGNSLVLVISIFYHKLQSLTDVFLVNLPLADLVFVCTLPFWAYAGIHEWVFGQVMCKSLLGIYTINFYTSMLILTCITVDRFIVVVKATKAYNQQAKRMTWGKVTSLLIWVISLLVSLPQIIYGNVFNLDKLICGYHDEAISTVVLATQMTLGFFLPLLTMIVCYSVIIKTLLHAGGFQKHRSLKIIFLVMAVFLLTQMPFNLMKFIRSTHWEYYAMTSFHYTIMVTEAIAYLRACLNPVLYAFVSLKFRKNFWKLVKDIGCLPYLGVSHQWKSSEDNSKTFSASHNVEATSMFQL
EBI2 antag – EBI2 (human) antagonism; P32249; EBI2 beta-arrestin recruitment, luminescence, 7a,25-OHC stimulated; inhibition, % at 5 µM; 360,000 compounds, 0.81% hits; in the data active means inhibition above about 38%;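 further: enzyme fragment complementation signal reports receptor beta-arrestin coupling in cells; 0% = agonist plus DMSO wells and 100% = wells without agonist; some results beyond the cut were filed as inactive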
Target sequence (P32249 whole entry, looked up, the tested form may be a part): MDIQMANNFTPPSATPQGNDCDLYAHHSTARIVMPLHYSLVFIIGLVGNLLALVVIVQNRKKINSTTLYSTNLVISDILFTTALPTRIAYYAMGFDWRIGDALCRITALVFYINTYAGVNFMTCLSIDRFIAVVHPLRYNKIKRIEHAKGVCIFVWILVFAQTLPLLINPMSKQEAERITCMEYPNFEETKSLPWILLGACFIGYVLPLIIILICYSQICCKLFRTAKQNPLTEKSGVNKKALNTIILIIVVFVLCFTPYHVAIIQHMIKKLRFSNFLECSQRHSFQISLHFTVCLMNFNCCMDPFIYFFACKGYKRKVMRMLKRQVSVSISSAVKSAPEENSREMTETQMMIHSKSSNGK
UPR XBP1 act – adaptive UPR (XBP1) activation. CHO-XBP1 luciferase reporter, IRE1-XBP1 UPR activation, luminescence; percent of tunicamycin response, DMSO as zero. activation, % at 20 µM. 330,000 compounds, 0.33% hits;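 active means versus positive control, 20 µM dose yields 30% or more activation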;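 further: 100% = tunicamycin at 10 µg/mL and 0% = DMSO only wells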
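Test system: CHO-XBP1 luciferase reporter cells | Buffer or medium: Serum-containing F12 medium, 10% FBS | Schedule: 6 h compound exposure at 37 °C, 5% CO2 | Detection: Steady-Glo luciferase glow luminescence, 10 min after reagent addition | Read-out basis: Activation, % of tunicamycin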
Mdm2-MdmX inh – human Mdm2/MdmX binding inhibition; 330,000 compounds, 3% hits; AID 485346; inhibition, % at 8 µM; SaOS-2 split-luciferase Mdm2/MdmX complementation, luminescence;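 active means inhibition of at least 50% at 8 µM in the primary screen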
CCR6 antag – antagonists of human CCR6 receptor. P51684. CHO-K1 CCR6 PathHunter beta-arrestin, luminescence, CCL20-stimulated. 340,000 compounds, 0.49% hits. AID 493098. inhibition, % at 20 µM;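 active means compounds whose inhibition of the agonist-driven luminescence signal at 20 µM reaches about 50%, limit read from the data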;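 further: cells stimulated with CCL20 at 14 nM final; plate controls were DMSO with CCL20 for no effect and DMSO without agonist for full effect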
Target sequence (P51684 whole entry, looked up): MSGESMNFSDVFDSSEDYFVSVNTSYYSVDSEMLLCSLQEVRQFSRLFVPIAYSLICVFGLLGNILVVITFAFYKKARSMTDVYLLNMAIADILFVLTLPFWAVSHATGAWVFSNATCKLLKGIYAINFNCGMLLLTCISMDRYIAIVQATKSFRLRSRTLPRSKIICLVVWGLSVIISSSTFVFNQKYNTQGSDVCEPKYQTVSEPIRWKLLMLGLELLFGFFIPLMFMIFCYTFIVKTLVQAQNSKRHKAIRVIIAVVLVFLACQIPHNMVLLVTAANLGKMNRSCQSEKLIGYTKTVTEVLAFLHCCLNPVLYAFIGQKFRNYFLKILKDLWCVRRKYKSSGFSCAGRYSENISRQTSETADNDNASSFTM
* = called active by the depositor. This is a subset. The share of hits here may be higher or lower than overall.

SMILES | APJ antag | CHOP UPR activ | tim23-1 inh | APJ ag | CXCR6 block | EBI2 antag | UPR XBP1 act | Mdm2-MdmX inh | CCR6 antag
CC(=O)c1ccc(NC(=O)COC(=O)/C=C/c2cccs2)cc1 | 16 | 0.6 | 7 | -2 | -2 | 1 | -1 | 7 | 15
CCn1c(Cn2nnc(-c3ccccc3)n2)nnc1SCC(=O)Nc1ccccc1 | 14 | -3.2 | 1 | -4 | 2 | -2 | -6 | 0 | 8
Cc1cc(C)n(C(=O)c2cc3ccccc3c(=O)o2)n1 | 9 | 1.3 | -5 | -3 | 0 | 2 | -2 | 9 | -7
CCN1CCN(c2cc(C)c3cc(NC(=S)N4CCC5(CC4)OCCO5)ccc3n2)CC1 | 0 | -0.9 | 11 | -3 | 5 | 2 | -2 | 21 | 3
CC(=O)Nc1ccc(NC(=O)c2nc(S(=O)(=O)Cc3cccc(C)c3)ncc2Cl)cc1 | 1 | -11 | 24 | 10 | 47* | 12 | -11 | 86* | 58*
COc1cc(CNCCCN2CCOCC2)cc(Cl)c1OCC(=O)NC(C)(C)C | 1 | -0.8 | -6 | 1 | 5 | -2 | -1 | 19 | -6
Cc1ccc(C(CNC(=O)Nc2ccc(Cl)cc2)N2CCN(C)CC2)cc1 (configuration not stated) | 13 | 4.2 | 3 | -2 | -4 | -13 | -3 | 26 | 21
O=C(c1cnn2ccccc12)N1CCCc2ccccc21 | 1 | 0.0 | 19 | -3 | -1 | 8 | 1 | 15 | 5
O=C(NCCCn1ccnc1)c1cccc(S(=O)(=O)N2CCCCCC2)c1 | -15 | -0.8 | 0 | -9 | 0 | 3 | 0 | -36 | -9
CCCn1cc([C@@H]2C[C@H]3CN(Cc4cccc(Cl)c4)C(=O)[C@]34CCCN24)c(C)n1 | -3 | 2.2 | 8 | -3 | -2 | 4 | 1 | -27 | 11
C#CCOCCOCCOCCNc1nc(N2CCN(C(=O)[C@H]([C@@H](C)O)n3cc(CCCCN)nn3)CC2)nc(N2CCN(C(=O)[C@H]([C@@H](C)CC)n3cc(CCCN=C(N)N)nn3)CC2)n1 | -70 | -1.0 | -11 | 2 | -2 | -2 | 1 | 14 | 11
CC[C@H](C)[C@@H]1NC(=O)c2cc([N+](=O)[O-])cc(F)c2NCCCC[C@@H](C(N)=O)NC(=O)[C@H](CCCCN)NC1=O | 13 | -0.1 | 2 | -6 | -2 | -7 | -1 | 15 | -6
NC(=O)C1CCN(C(=O)C2CC(=O)N(Cc3ccccc3)C2)CC1 (configuration not stated) | 9 | -0.9 | -8 | 1 | -4 | 1 | -2 | 14 | -7
CC(=O)c1ccc2c(c1)OCCOCCOCCO2 | -8 | 2.0 | 14 | 2 | -4 | -5 | 1 | 15 | 6
O=c1[nH]nc(N2CCOCC2)c(=O)[nH]1 | -13 | 0.1 | -1 | -1 | 3 | -2 | -1 | 11 | 2
CC(C)C(=O)NC(=S)Nc1c(Cl)ccc2nsnc12 | 13 | 1.4 | 3 | -1 | 20 | -4 | 1 | 5 | 26
O=Cc1cn(CCOc2ccccc2)c2ccccc12 | 1 | 3.2 | 27 | -1 | 2 | 5 | 0 | 14 | 10
O=C(O)CC(CC(=O)N1CCN(C(=O)c2ccco2)CC1)c1ccccc1 (configuration not stated) | -5 | 0.8 | 15 | 2 | -8 | -4 | -5 | -14 | -8
Cn1c2ccccc2c2c(C(=O)NCCCN3CCCC3=O)cn(C3CCCCC3)c(=O)c21 | -5 | -0.8 | 14 | 5 | -4 | 1 | -2 | 10 | 8
Clc1ccc(Cn2ncc3c(N4CCCC4)ncnc32)cc1 | -9 | -3.4 | -2 | -1 | -6 | -2 | 4 | 21 | -7
CN(C(=O)c1ccc(NC(=O)Cc2ccc(NC(=O)C3CCN(C(=O)C4CCCC4)CC3)cc2)cc1)C1CC1 | 4 | 1.0 | 2 | -1 | 4 | -8 | -1 | 8 | 6
COc1cc(/C=N\NC(=O)c2ccc(C)nc2)ccc1OC(=O)c1ccco1 | 5 | 2.9 | 14 | -3 | 3 | -5 | 1 | -7 | 8
Cn1c(CN2CCN(c3ccc(Cl)cc3)CC2)nc2ccccc21 | 5 | -1.9 | 39 | -3 | -4 | 2 | -2 | 11 | 5
CC1=C(Nc2ccc(C(=O)O)cc2)C(=O)c2ccccc2C1=O | 8 | 2.1 | 20 | 2 | 10 | -7 | -4 | 15 | 28
c1nnc2c3c4c(sc3ncn12)CCC4 | -1 | -1.5 | 13 | 0 | -6 | -3 | 1 | 27 | -2

Brought forward from above: 3 compounds; new compounds follow.
SMILES | APJ antag | CHOP UPR activ | tim23-1 inh | APJ ag | CXCR6 block | EBI2 antag | UPR XBP1 act | Mdm2-MdmX inh | CCR6 antag
Cn1c(CN2CCN(c3ccc(Cl)cc3)CC2)nc2ccccc21 | 5 | -1.9 | 39 | -3 | -4 | 2 | -2 | 11 | 5
CC1=C(Nc2ccc(C(=O)O)cc2)C(=O)c2ccccc2C1=O | 8 | 2.1 | 20 | 2 | 10 | -7 | -4 | 15 | 28
c1nnc2c3c4c(sc3ncn12)CCC4 | -1 | -1.5 | 13 | 0 | -6 | -3 | 1 | 27 | -2
CCOC(=O)C1CCN(Cc2ccc(-c3ccccc3)cc2)CC1 | 13 | 1.9 | -1 | -3 | 1 | 2 | -2 | 6 | 18
CN(C)c1nc(NC(C)(C)C)nc(NC(C)(C)C)n1 | 20 | 2.6 | 43 | -4 | 0 | -7 | 0 | 5 | -3
CC(C)(C)NC(=O)NC(=O)CN1CCc2ccccc21 | 1 | -0.6 | 16 | -2 | 6 | 4 | -2 | -10 | -3
NC(=O)c1ccc(NC(=O)COC(=O)c2cccc(Oc3ccccc3)c2)cc1 | 13 | 0.8 | -3 | -1 | 1 | 5 | 1 | 8 | -7
O=C1Oc2ccccc2C(=O)/C1=C/N1CCN(c2ccccc2F)CC1 | 11 | -0.3 | 5 | -4 | 0 | -6 | -1 | 29 | 4
CCN1CCN(c2nc(-c3ccccc3)nc3ccccc23)CC1 | -11 | -0.4 | -1 | 1 | 15 | -32 | 1 | 13 | 3
Cc1ccc(Cl)cc1NC(=O)COC(=O)C1CCCCC1 | -1 | -2.4 | 0 | 0 | -7 | -1 | 2 | -20 | -5
COc1ccccc1CCNC(=O)CCSc1nc(-c2ccco2)cc(C(F)(F)F)n1 | 19 | -1.8 | -15 | -1 | 6 | 11 | 3 | 23 | -1
CCC(C)c1ccccc1NC(=O)c1cc2cccc([N+](=O)[O-])c2[nH]1 (configuration not stated) | -8 | -0.4 | 20 | 4 | -3 | 14 | -4 | 0 | 13
COc1ccc2sc(-c3ccccc3OC)c(-c3ccc(OC)c(F)c3)c2c1 | 13 | 2.5 | 21 | -4 | 5 | 6 | -1 | 17 | 16
CC(=O)N/N=C/c1cc(C)n(-c2ccc(Br)cc2)c1C | 5 | 0.9 | 26 | -2 | -8 | 9 | 3 | 28 | 3
COc1ccc(CCNC(=O)CSc2nc3scc(-c4ccccc4)c3c(=O)[nH]2)cc1 | 5 | -0.4 | 3 | -5 | -5 | 12 | -2 | -17 | 5
CCOC(=O)c1sc(Nc2ccc(C)cc2C)nc1C | 6 | 1.7 | 4 | 4 | 1 | 11 | 2 | -11 | 3
CN(C)S(=O)(=O)c1cccc(CNCC2COc3ccccc3O2)c1 (configuration not stated) | 4 | 2.6 | 4 | -3 | 2 | 2 | -3 | -14 | 7
CCCC(=O)Nc1cc(C)c(NC(=O)C23CC4CC(CC(C4)C2)C3)cn1 | -4 | 1.5 | 24 | 0 | -3 | -12 | 2 | -5 | -2
COc1cccc2cc(C(=O)N(Cc3cccs3)CC3CCCO3)c(=O)oc12 (configuration not stated) | -24 | -0.5 | 31 | -2 | 8 | -5 | -5 | -3 | 16
O=C(COc1ccccc1Cl)NNC(=O)c1ccc(-n2cncn2)c([N+](=O)[O-])c1 | 4 | 3.3 | -2 | -5 | 2 | 7 | 0 | 3 | 2
COC(=O)c1c(C)[nH]c(C(=O)C(C)OC(=O)C2CC(=O)N(CCc3ccccc3)C2)c1C (configuration not stated) | -6 | 1.3 | 8 | -3 | -8 | 14 | -2 | 25 | 8
CC(=O)Nc1ccc(NC(=O)C2CC(=O)N=C(N)S2)cc1 (configuration not stated) | 3 | 1.2 | 9 | -1 | -9 | -10 | -2 | -15 | 13
COC(=O)c1ccccc1NC(=O)c1ccc(NC(=O)C2CCCO2)cc1 (configuration not stated) | -15 | -0.1 | 35 | -2 | 4 | -4 | -3 | 9 | 5
CSCC[C@H](NC(=O)CCCn1nnc2ccccc2c1=O)C(=O)O | -7 | -0.1 | 10 | -2 | 7 | 2 | -3 | 14 | 8
O=C1c2ccccc2C(=O)N1CCCCSc1nc2ccccc2c(=O)n1CCCN1CCOCC1 | -4 | 2.4 | -11 | 1 | 7 | 8 | -2 | -29 | 14
COc1ccc(-c2nc(C#N)c(NC(C)C)o2)cc1 | 6 | 6.4 | 14 | 0 | -3 | -9 | 6 | -20 | 14
CN(C)CCN(C(=O)c1ccc(Br)s1)c1nc2cc3c(cc2s1)OCCO3 | 2 | 1.4 | 0 | -3 | -5 | 5 | 1 | -19 | 13
Cc1ccc(CNC(=O)C2CCCN(C(=O)N(C)C)C2)cc1 (configuration not stated) | -8 | -0.4 | 18 | -4 | -2 | -10 | -2 | 14 | -4

Other compounds.
SMILES | APJ antag | CHOP UPR activ | tim23-1 inh | APJ ag | CXCR6 block | EBI2 antag | UPR XBP1 act | Mdm2-MdmX inh | CCR6 antag
COc1cc(C#Cc2ccc3cc(C(C)(C)O)oc(=O)c3c2)cc(OC)c1 | 7 | 4.6 | 7 | -2 | 0 | 17 | 9 | 9 | -12
COc1ccc(C2=CC(=O)N(Nc3ccccc3)C2=O)cc1 | 15 | 48* | 81* | -2 | 9 | 4 | -4 | -15 | 33
c1cncc(-c2nnc3n2N=C(c2cccs2)CS3)c1 | -6 | 3.7 | 6 | 0 | -1 | -14 | 1 | 10 | -2
Cc1ccccc1NC(=O)CSc1nc2ccccc2c2nc(CCn3cncc3C)nn12 | 19 | 0.9 | 4 | -3 | -4 | -13 | -3 | 14 | -3
COc1ccc(NC(=O)c2ocnc2C)cc1OC | 12 | -0.9 | 14 | 2 | -2 | -5 | -1 | 19 | 0
O=S(=O)(Cc1ccco1)Cc1nc(-c2ccc(Cl)cc2)cs1 | 8 | 1.1 | 18 | 2 | -6 | 0 | -1 | 3 | 0
Cc1ccc(OCCOC(=O)CCc2nc3ccccc3c(=O)[nH]2)cc1 | 11 | 1.8 | 2 | -4 | 2 | 0 | -7 | 15 | 1
Cc1c(-c2ccccc2)nc(-c2ccccc2)[nH]c1=O | -10 | 0.5 | 3 | -1 | 6 | 10 | 1 | 20 | 0
CC1=C(C(=O)Nc2ccc(F)cc2)C(c2cccc(C)c2)n2nc(CCCO)nc2N1 (configuration not stated) | 16 | 0.1 | -10 | -4 | -5 | 1 | -1 | 10 | 3
